ALOX12 inh: inhibitors of human 12S-lipoxygenase ALOX12; Potency, µM (titrated, usually from 108 µM), inactives show at the highest dose activity change, negative = inhibition, hits mostly inhibitors; AID 1671190; purified 12hLO, xylenol orange hydroperoxide absorbance; P18054; 580,000 compounds, 1.1% hits; active = well fitted inhibition curve with a large enough effect; inconclusive = small, poorly fitted or top-dose-only effect, or another doubt; inactive = no such curve, though single readings can be large or run the other way
Target sequence (P18054 whole entry, looked up): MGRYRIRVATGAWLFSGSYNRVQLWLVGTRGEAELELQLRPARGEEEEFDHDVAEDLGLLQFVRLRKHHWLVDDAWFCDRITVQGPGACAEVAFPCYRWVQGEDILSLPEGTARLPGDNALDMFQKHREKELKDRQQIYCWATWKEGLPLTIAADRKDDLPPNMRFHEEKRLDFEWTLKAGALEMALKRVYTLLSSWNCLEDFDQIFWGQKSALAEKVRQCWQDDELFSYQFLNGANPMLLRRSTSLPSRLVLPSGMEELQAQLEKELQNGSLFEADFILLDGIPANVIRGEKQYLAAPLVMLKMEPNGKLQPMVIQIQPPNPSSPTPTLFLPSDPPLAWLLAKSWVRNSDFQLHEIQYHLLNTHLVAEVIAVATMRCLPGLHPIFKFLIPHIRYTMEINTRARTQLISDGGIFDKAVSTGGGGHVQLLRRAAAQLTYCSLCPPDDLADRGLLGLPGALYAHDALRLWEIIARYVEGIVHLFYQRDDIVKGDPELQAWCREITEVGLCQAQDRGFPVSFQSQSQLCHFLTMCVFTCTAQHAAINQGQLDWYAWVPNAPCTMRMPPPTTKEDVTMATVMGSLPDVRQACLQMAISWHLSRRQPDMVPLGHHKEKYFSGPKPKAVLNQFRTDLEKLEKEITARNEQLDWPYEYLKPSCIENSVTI
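Hydroperoxide product was detected by ferrous iron/xylenol orange as the 573 to 405 nm absorbance ratio. Arachidonic acid at 40 uM (final) was turned over for 30 min at room temperature by 150 nM human 12hLO, pH 7.0 Hepes buffer, after 15 min compound preincubation.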
Numbers without * were called inactive; ? = inconclusive; ! = not active in a repeat; [ ] = remark or other dose. % is scaled to controls: 0 for no effect and ±100 for the full control effect; potency is read from the fitted curve at half-maximal effect.

No. | SMILES | ALOX12 inh
1 | O=C(CCc1c[nH]c2ccccc12)Nc1ccc(Nc2cccnc2)c(Br)c1 | -14%
2 | Cc1cccc(NC(=O)c2ccc3c(c2)CCC3)c1C | -17%
3 | COc1ccc(S(=O)(=O)N2CCC[C@@H]2C(=O)N2CCC[C@H]2C(=O)NCc2ccncc2)cc1C | -18%
4 | Cc1ccc(C(=O)N[C@H]2CO[C@H]3[C@@H]2OC[C@@H]3n2cc(-c3ccccc3)nn2)cc1 | -22%[176 µM]
5 | COCCn1cnc2c1c(=O)n(CC(=O)Nc1ccccc1C)c(=O)n2CC(C)C | -9%
6 | CCOc1ccc(NC(=O)CN(c2ccc(CC)cc2)S(=O)(=O)c2ccccc2)cc1 | -56%
7 | COc1ccc(NC(=O)C2CCCN(c3ccc4nncn4n3)C2)cc1Cl (stereo unspecified) | -11%
8 | Cc1nsc(NC(=O)N2CCCN(c3ccccc3)CC2)n1 | 18%
9 | CCOC(=O)N1CCN(C(=O)C[C@@H]2C[C@@]3(C(=O)OC)CCCCC=C3N(Cc3ccco3)C2=O)CC1 | 4%
10 | COc1ccc(-c2noc(C(=O)O)c2[C@H](C)O)cc1 | 84%[activator][176 µM]
11 | CCC(CC)CN1CC2(CCN(C(=O)CCc3cnn(C)c3)CC2)OC1=O | -9%
12 | CC(C)c1ccc(-n2ccc3nc(N4CCCC4)ncc3c2=O)cc1 | -7%
13 | Cc1noc(C)c1[S+](=O)([O-])N1CCn2c(nn(-c3cccc(Cl)c3)c2=O)C1 | 8%[6.33 µM]
14 | COc1ccc(CNC(=O)C(C)OC(=O)c2ccc3c(c2)NC(=O)CS3)cc1OC (stereo unspecified) | -29%
15 | COc1ccc(C(=O)N2CCC[C@@]3(CCN(c4ccncc4)C3)C2)cc1 | 1%[57.4 µM]
16 | COCCN1CCOC[C@H]2CCN(C(=O)c3ocnc3C)C[C@H]21 | 45%[activator]
17 | CCC1Oc2ccc(NC(=O)Cc3cccs3)cc2CN(Cc2ccc(OC)cc2)C1=O (stereo unspecified) | 7%
18 | COc1ccc(-c2cc3nc4c(c(=O)n3[nH]2)CN(S(=O)(=O)c2cccs2)CC4)cc1 | -14%
19 | COc1cc(C(=O)Nc2ccc3oc(=O)ccc3c2)ccc1OC(F)F | 13%
20 | COc1ccc(OC)c(C2CC(=O)N(c3sc4c(c3C#N)CCCCC4)C3=C2C(=O)CCC3)c1 (stereo unspecified) | 16%
21 | Cc1cccc(OCC(O)CN)c1 (stereo unspecified) | -17%
22 | CCNC(=O)c1ccc(CN2C(=O)NC3(CCS(=O)(=O)CC3)C2=O)cc1 | 11%
23 | CN1CCCC1c1nc(C2CN(C(=O)c3ccsc3)C2)no1 (stereo unspecified) | 21%
24 | COc1ccc(-c2ccnc(-c3nnc(C)n3C(C)C)c2)cc1OC | -6%[176 µM]
25 | CNC(=O)c1ccc(C(=O)O)cn1 | ?
26 | CN1CCN(S(=O)(=O)c2ccc(F)cc2F)CC12CCNC(=O)CC2 (stereo unspecified) | 49%[activator]
27 | CCc1ccc2c(CN3CCNC(=O)C3)cc(=O)oc2c1 | 1%
28 | COc1ccc(C(=O)N2CCC3(CC2)OC(=O)N(Cc2ccccc2F)C3(C)c2ccccc2)cn1 (stereo unspecified) | -27%
29 | NC1=NC2C(N=C(Br)N2[C@@H]2O[C@H]3COP(=O)(O)O[C@@H]3[C@@H]2O)C(=O)N1 (stereo partly specified) | -6%
30 | CS(=O)(=O)N1CCN2C(=O)N(Cc3ccc(F)cc3)C[C@H]2C1 | 40%[activator][176 µM]
31 | N#CCCC(C#N)Cn1nc(-c2ccccc2)c2ccccc2c1=O (stereo unspecified) | ?
32 | Cc1ccc(C(=O)NC2CC(c3nnc(Cn4cccn4)n3C)C2)s1 (stereo unspecified) | 25%
33 | Cc1cc2n(n1)C(c1ccsc1)Nc1c(C)cccc1-2 (stereo unspecified) | 25%
34 | Cc1ccc(-c2nc(-c3nnn4c3COC(c3ccc(Cl)cc3)C4)no2)cc1 (stereo unspecified) | 11%
35 | COc1ccc(C)cc1CN1CCN(C(=O)c2cc(C3CC3)nn2-c2ccccc2)CC1 | -4%
36 | O=C(N/N=C1/CCSC1)C1CCCCC1 | ?
37 | CC(=O)N1CCN(C(C(=O)O)c2c[nH]c3ccc(NC(=O)C(C)C)cc23)CC1 (stereo unspecified) | -20%
38 | Cc1ccc(CN(C)C(=O)NCc2coc(-c3cccs3)n2)cc1 | -11%
39 | COCCN1C(=O)c2ccccc2C(C(=O)Nc2ccc(OC)cc2)C12CCCC2 (stereo unspecified) | -12%
40 | CC(C)Oc1cc(F)cc(-c2cc(NCCO)ncn2)c1 | 18%

In another format: entries from further up.
[24] COc1ccc(-c2ccnc(-c3nnc(C)n3C(C)C)c2)cc1OC
  ALOX12 inh: -6%[176 µM]

[25] CNC(=O)c1ccc(C(=O)O)cn1
  ALOX12 inh: ?

Filtered by structure: the entries above with a COOH group
No. | SMILES | ALOX12 inh
10 | COc1ccc(-c2noc(C(=O)O)c2[C@H](C)O)cc1 | 84%[activator][176 µM]
25 | CNC(=O)c1ccc(C(=O)O)cn1 | ?
37 | CC(=O)N1CCN(C(C(=O)O)c2c[nH]c3ccc(NC(=O)C(C)C)cc23)CC1 (stereo unspecified) | -20%

Additional structures follow.
No. | SMILES | ALOX12 inh
41 | COc1ccc(C(=O)N2CC3CC(C2)[C@H]2CCCC(=O)N2C3)c(OC)c1 (stereo partly specified) | 22%
42 | CC(Sc1nc2ccc(F)cc2c(=O)[nH]1)C(=O)NC1CC1 (stereo unspecified) | ?
43 | C#CCNC(=O)C1CN(c2cccc(Cl)c2)C(=O)N1 (stereo unspecified) | 50µM*!
44 | O=S(=O)(NCCc1ncc2ccccn12)c1ccc(Cl)cc1 | ?
45 | Fc1ccccc1Nc1nc(-c2ccccc2)no1 | 12%
46 | CC1=C(C(=O)OCCN(Cc2ccccc2)c2ccccc2)C(c2cccc([N+](=O)[O-])c2)C(P2(=O)OCC(C)(C)CO2)=C(C)N1 (stereo unspecified) | ?
47 | CCOCCCNc1oc(-c2ccc(S(=O)(=O)N3CCOCC3)cc2)nc1C#N | 17%
48 | COc1ccc(NC(=O)O[C@@H]2CO[C@H]3[C@@H]2OC[C@@H]3NC(=S)Nc2cccc3ccccc23)cc1 | -26%
49 | CCCCc1ccc(N=Cc2ccccc2O)cc1 | 13%
50 | COc1c[nH]c(CN2CCCC(CCc3ccccc3C(F)(F)F)C2)cc1=O (stereo unspecified) | 96%[activator]
51 | CC1=CC(=O)[C@H]2C[C@@H]1C2(C)C | -5%[176 µM]
52 | Cc1cc(C)n(Cc2ccc(C(=O)N3CCCC(CO)CCNC(=O)CC3)o2)n1 (stereo unspecified) | 28%
53 | N#Cc1ccsc1NC(=O)CSc1nnc(-c2ccccc2F)n1C1CC1 | ?
54 | CC(=O)NCC(=O)N1CCCC2(COc3ccccc3[S+](=O)([O-])N2)C1 (stereo unspecified) | 4%[6.33 µM]
55 | COCCOc1ccc2c(n1)CCN(C(=O)Cc1cccc(OC)c1)C2 | 24%
56 | COc1cc(F)ccc1-c1nc(-c2c(C)noc2C)cc2c1cc(C)n2C | 21%[176 µM]
57 | Cc1cn2c(C(=O)c3ccccc3)c(-c3ccccc3)cc2cc1-c1ccccc1 | -18%
58 | COc1cccc(-c2c(NC(=O)c3cccs3)oc3ccccc3c2=O)c1 | 1%
59 | CN(Cc1ccccc1)C(=O)c1ccc2c(c1)[nH]c(=O)n2C1CCC(O)CC1 (stereo unspecified) | 92%[activator]
60 | O=C(Cn1nc2c(cc1=O)CCCC2)NCCCc1nc2ccccc2[nH]1 | 40%
61 | CCN(CC)C(CNC(=O)c1nc(-c2ccccc2)oc1C)c1ccccc1 (stereo unspecified) | 12%
62 | CCc1ccc(-c2nn(C)c(=O)c3c2CCCC3)cc1S(=O)(=O)Nc1cccc(C(C)=O)c1 | -3%
63 | COc1cccc(OC)c1C(=O)Nc1ccc(-c2nc3ccccc3o2)cc1 | 40µM*
64 | CN(C)C[C@@H]1CN(S(C)(=O)=O)C[C@H]1NC(=O)c1ccccc1 | 9%
65 | COc1ccc(Cn2c(C3CCN(C(=O)c4ccccc4F)CC3)n[nH]c2=O)cc1 | -23%
66 | Cn1cc(-c2ccccc2)cc1C(=O)N1CCCC1 | 12%
67 | Cc1cccc(NC(=O)C(C)OC(=O)C2=CN3CCS(=O)(=O)N=C3C=C2)c1 (stereo unspecified) | ?
68 | Cc1cccc(C(=O)N2CCCCCC2c2nc(C)no2)c1 (stereo unspecified) | 9%
69 | O=C(N/N=C/CCc1ccccc1)c1cccs1 | 41%
70 | Cc1c(C(=O)NCCc2nnc3n2CCCCC3)sc2ccccc12 | 15%
71 | CN(C)c1cc(N2CCCC(NC(=O)c3ccccc3F)C2)ncn1 (stereo unspecified) | 15%
72 | COc1cccc(C(=O)Nc2ccc(Oc3nnc(-c4ccccc4)c4ccccc34)cc2)c1 | -3%
73 | C(#CC(c1ccccc1)(c1ccccc1)C1CCCCC1)CN1CCOCC1 | ?
74 | O=C(c1ccc(Cl)cc1)N1CC2(CCCN(Cc3cccnc3)C2)Cc2ccccc21 (stereo unspecified) | 11%[6.33 µM]
75 | COc1ccccc1CNC(=O)CC1COCCN1C(=O)c1cnccn1 (stereo unspecified) | 13%
76 | CN(C)C(=O)/C(=C/C=C/c1ccccc1)NC(=O)c1ccccc1 | -3%
77 | CCOc1ccccc1NC(=O)Cn1c(-c2ccc(Cl)cc2)nc(C)c(CCO)c1=O | 1%
78 | COc1ccc(NC(=O)N2CCN(c3nc(C)cc(N4CCOCC4)n3)CC2)cc1 | -4%
79 | Cc1ccc(Cl)c(OCC(=O)c2ccc3c(c2)N(CCCC(=O)N2CCOCC2)C(=O)CO3)c1 | 16%
80 | CC(C)C(=O)N1CCC(Oc2ccccc2-c2nc(C3CC3)no2)C1 (stereo unspecified) | 10%
81 | NC(=O)c1cc(Cl)ccc1OCC(F)(F)F | 0%
82 | CCOc1ccccc1C1NC(=O)N(CC(=O)Nc2cccc(OC)c2)C2=C1C(=O)OC2 (stereo unspecified) | 0%
83 | O=C(Nc1ccc(Oc2ccccc2F)cc1)C1CCCCN1C(=O)c1cccnc1 (stereo unspecified) | -4%
84 | COCCNC(=O)c1coc(COc2ccc3c(c2)C(c2cccc(F)c2)N(C(=O)C(C)C)CC3)n1 (stereo unspecified) | 12%
85 | COc1ccc(-c2cc(C(F)(F)F)nc(S(=O)(=O)CCC(=O)Nc3ccccc3F)n2)cc1 | 114%[activator]
86 | CC(C)(O)Cc1ccccc1 | -2%[176 µM]
87 | CCS(=O)(=O)Nc1ccc(C)n(CC(=O)NCc2cccc(Br)c2)c1=O | -6%
88 | O=C(O)CCNC(=O)c1cc(-c2ccccc2)nc2ccccc12 | -4%
89 | COc1cc(OC)cc(C(=O)Nc2ccc3oc(-c4ccncc4)nc3c2)c1 | -14%
90 | O=C(Cc1cccn1-c1ccc(F)cc1)NCCN1CCc2ccccc2C1 | 9%
91 | O=C1CCC[C@H]2[C@@H](Cc3ccccc3)[C@@H](NS(=O)(=O)c3ccc(-c4ccccc4)cc3)CC[C@]23CCCN13 | ?
92 | C/C=C/Oc1ccc(C(=O)/C(=C\c2cccnc2)c2nc3ccccc3o2)cc1 | 26%
93 | O=C(NCc1ccc(F)cc1)N1CCC(n2cnnc2C2CC2)C1 (stereo unspecified) | 10%
94 | OC1(c2csc(CN3CCc4ccccc4C3)n2)CCN(C2CCC2)CC1 | 3%[176 µM]
95 | C=CCCC(CN1CCOCC1)Oc1ccc(-c2nc(C)no2)cn1 (stereo unspecified) | 92%[activator]
96 | C[C@@H]1CN(Cc2noc(C3CCCC3)n2)CC[C@@]1(O)C1CCC1 | 28%
97 | CC(C)c1ccc(CNCC2CCCO2)cc1 (stereo unspecified) | 1%
98 | COC[C@@H]1CN(c2ncccn2)C[C@H]1C(=O)NCc1ccccc1OC | 62%[activator]
99 | O=C(OCC1C(COC(=O)c2ccco2)C1(Cl)Cl)c1ccco1 (stereo unspecified) | -19%
100 | COC(=O)[C@]1(CC(C)C)N[C@H](c2cc(C(C)C)no2)[C@@H]2C(=O)N(C)C(=O)[C@@H]21 | 40%

Records 81 to 83 of the list above:
No. | SMILES | ALOX12 inh
81 | NC(=O)c1cc(Cl)ccc1OCC(F)(F)F | 0%
82 | CCOc1ccccc1C1NC(=O)N(CC(=O)Nc2cccc(OC)c2)C2=C1C(=O)OC2 (stereo unspecified) | 0%
83 | O=C(Nc1ccc(Oc2ccccc2F)cc1)C1CCCCN1C(=O)c1cccnc1 (stereo unspecified) | -4%

(cont.)
No. | SMILES | ALOX12 inh
101 | CCCNC(=O)NC(=O)Cn1nnc(-c2ccc(F)c(C)c2)n1 | -1%
102 | CC(C)C(=O)N1CCOC[C@H](Oc2ccc(C(F)(F)F)cc2)C1 | 47%[activator][176 µM]
103 | Cc1ccc(S(=O)(=O)N2CC3C(=O)C[C@@H](c4ccccc4)N(S(=O)(=O)c4ccc(CCCOCCOCCNC(=O)OC(C)(C)C)cc4)C3CC2c2ccccc2)cc1 (stereo partly specified) | -5%
104 | N#Cc1nc(C2CC2)oc1N1CCN(Cc2c(F)cccc2Cl)CC1 | 14%
105 | CCN(CC)CCCNc1oc(-c2cccc(C)c2)nc1C#N | ?
106 | CCCCCCn1c(NCCOC)nc2c1c(=O)[nH]c(=O)n2C | 10%
107 | Cn1ccnc1C(=O)N1CCCN(S(=O)(=O)c2ccccc2)CCC(=O)NCC1 | 63%[activator]

High-throughput results: PubChem, National Center for Advancing Translational Sciences (NCATS)

Not all compounds are listed. The share of hits here may be higher or lower than overall.
